Assay outcomes: PubChem, several laboratories
SV40 large T antigen – TAg ATPase/helicase activity blockers – biochemical (AID 1903); SV40 large T antigen ATPase/helicase inhibition assay; higher % means a stronger effect; inhibition, % at 20 µM, or IC50 in µM where a hit was titrated; actives 0.39% (n = 310,000); in the data active = a potency from the dose series; inconclusive = inhibition mostly from about 32% at the one dose, without a potency; inactive = the rest, 99 in 100 with inhibition below about 32%; also: strong numbers were not always called active
Salmonella PhoP GFP – PhoP-dependent GFP reporter repression – Salmonella Typhimurium, primary screen (AID 1863). S. Typhimurium PhoP-regulated promoter GFP reporter, 4 h; higher % means a stronger effect. one-dose inhibition, % at 50 µM; IC50 in µM for titrated hits. actives 0.16% (n = 300,000);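 active = inhibition over 29.93%, a cutoff 3 SD above the screen mean, later confirmed by dose response; inconclusive = inhibition over 29.93% but no dose response follow-up; inactive = inhibition at most 29.93% or unconfirmed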;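 also: 0% = low Mg2+ inducing control and 100% = high Mg2+ repressing control; strong numbers were not always called active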
LYP inhibition – inhibitors of LYP phosphatase, biochemical, fluorescence intensity, uHTS (AID 1779); inhibition, % at 11.5 µM, or IC50 in µM where a hit was titrated; actives 0.054% (n = 290,000); recombinant LYP phosphatase, fluorescence intensity; higher % means a stronger effect; in the data active = inhibition above about 50%;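 also: plate controls were vehicle with enzyme for no effect and no enzyme for full effect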
Dengue-2 NS5 capping – flavivirus cap methylation enzyme inhibition – biochemical, confirmation dose response, primary screen (AID 588689). inhibition, % at 25 µM; hits with a dose series show IC50 in µM. Dengue-2 NS5 methyltransferase capping enzyme assay, biochemical; higher % means a stronger effect. actives 0.3% (n = 340,000); in the data active = a potency from the dose series; inconclusive = inhibition above about 29% without an active follow-up result
West Nile antiviral – West Nile virus antiviral activity, cell-based, CPE readout (AID 1621) | West Nile virus-infected cells, CPE inhibition; higher % means a stronger effect | one-dose CPE inhibition, % at 10 µM; IC50 in µM for titrated hits | actives 0.02% (n = 290,000); in the data active = a potency from the dose series; inconclusive = CPE inhibition mostly from about 3.7% at the one dose, without a potency; inactive = the rest, 99 in 100 with CPE inhibition below about 2.2%; also: strong numbers were not always called active
GPR35 antagonists – inhibition of zaprinast-stimulated GPR35 beta-arrestin translocation – imaging, U2OS, beta-arrestin-GFP, zaprinast agonist, primary screen (AID 2058); U2OS GPR35 beta-arrestin-GFP translocation imaging, zaprinast antagonism; higher % means a stronger effect; one-dose inhibition, % at 10 µM; IC50 in µM for titrated hits; actives 0.052% (n = 290,000);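 active = inhibition of at least 50% with at least 30 cells and total cytoplasm GFP at most 10,000,000; inconclusive = under 30 cells or total GFP of 10,000,000 plus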
RSV antiviral HEp-2 – RSV antiviral activity via CPE protection, HEp-2 cells, primary 10 µM value included (AID 2391). HEp-2 cells, RSV-induced CPE inhibition; higher % means a stronger effect. CPE inhibition, % at 10 µM, or IC50 in µM where a hit was titrated. actives 0.13% (n = 310,000); in the data active = a potency from the dose series; inconclusive = CPE inhibition mostly from about 23% at the one dose, without a potency; inactive = the rest, 99 in 100 with CPE inhibition below about 21%; also: strong numbers were not always called active
MgcRacGAP inhibition – MgcRacGAP GTPase-activating activity inhibitors, confirmation, biochemical, ADP Hunter fluorescence; MgcRacGAP-stimulated Rac1 GTP hydrolysis, ADP Hunter fluorescence; higher % means a stronger effect; GST-tagged Rac1 F28L mutant substrate; one-dose inhibition, % at 30 µM; IC50 in µM for titrated hits; actives 0.6% (n = 340,000); AID 624330;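 active = first-screen hits whose inhibition reached a set limit at any dose in the follow-up dose series; inconclusive = inhibition above the set first-screen limit but never retested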;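 also: fluorescence reports GDP produced by GAP-driven GTP hydrolysis; strong numbers were not always called active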
ER stress rescue – rescue of cells from ER stress-induced death, primary screen, 384-well, CSM14.1, thapsigargin, ATP luminescence (AID 1222). CSM14.1 thapsigargin-induced death rescue, ATP luminescence; higher % means a stronger effect. cellular ATP content (survival), % at 20 µM, or EC50 in µM where a hit was titrated. 190,000 tested, under 10 active;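 active = EC50 below 50 µM in the dose-response confirmation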;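 also: death triggered by thapsigargin at about 15 µM added after 2 h compound pretreatment; cell ATP read after overnight thapsigargin exposure of roughly 18 to 22 hours; normalized against plate controls of thapsigargin alone and 5% DMSO vehicle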
Dengue-2 NS5 capping pilot replicate – also measured in Dengue-2 NS5 capping; calls as there; inhibition, %; measured here: pilot screen replicate inhibition
* hit, by the source's call; ? = inconclusive; . = no result given.

SMILES	SV40 large T antigen	Salmonella PhoP GFP	LYP inhibition	Dengue-2 NS5 capping	West Nile antiviral	GPR35 antagonists	RSV antiviral HEp-2	MgcRacGAP inhibition	ER stress rescue	others
Cc1cc(C)cc(N/C(N)=N/c2nc(C)cc(C)n2)c1	3%	5%	-5%	1%	-1.4%	-2%	0.6%	9%	-0.3%
COC(=O)N1[C@H](C)C=C[C@]1(Cc1ccccc1)C(=O)OC	11%	-3%	.	-2%	0.1%	.	0.8%	7%	.
O=C(O)C1CCCCC1C(=O)Nc1nc(-c2ccc(Cl)s2)cs1 (centres undefined)	13%	-7%	1%	3%	0.7%	-6%	0.2%	12%	-1.2%
CCc1cc(CNC(=O)c2cc(COc3ccc(C)nc3)on2)on1	9%	6%	-10%	3%	-1.4%	3%	2.8%	8%	.
CC(C)(C)C(=O)N1CCN(c2ccc([N+](=O)[O-])c(-n3nc(-c4ccccc4)c4ccccc4c3=O)c2)CC1	3%	-1%	6%	-6%	0.0%	-6%	5.3%	4%	-2.5%
COc1cccc(/C=C/C(=O)OCC(=O)NCCc2ccccc2)c1	8%	8%	6%	-1%	0.0%	9%	-1.9%	15%	-0.1%
COc1ccc(C(=O)N2CCN(c3ccc(C)c(C)c3)CC2)cc1OC	4%	7%	7%	1%	.	-6%	3.1%	-3%	-0.2%
COCC(=O)NC(C)c1nc2ccccc2[nH]1 (centres undefined)	11%	9%	-4%	-7%	0.3%	-2%	5.2%	0%	.
Cc1ccc(NC(=O)COc2cccnc2[N+](=O)[O-])cc1S(=O)(=O)N1CCCCC1	7%	2%	0%	5%	-1.0%	-5%	2.6%	3%	-0.2%
NC(=S)N=Nc1c(O)n(Cc2ccc(F)cc2)c2ccccc12	-3%	-2%	-1%	-4%	-0.4%	25%	1.7%	7%	-0.5%
CCSc1ccccc1C(=O)NCc1ccc2c(c1)OCO2	-1%	8%	-8%	0%	-0.9%	6%	-2.4%	6%	-0.3%	Dengue-2 NS5 capping pilot replicate=1.5
CCC(NC(=O)c1cncc(Br)c1)c1ccccc1 (centres undefined)	17%	.	.	3%	.	.	1.3%	13%	.
CCCCCCN1C=CC=C/C1=C/C=C(C#N)C#N	7%	-6%	-7%	-44%	-1.2%	-8%	4.3%	10%	-5.3%
Cc1cccc(N(Cc2ccccc2)C(=O)c2cccc(S(=O)(=O)N3CC(C)OC(C)C3)c2)c1 (centres undefined)	14%	3%	.	4%	.	.	15%	11%	.
Cc1cc(NC(=O)NN2CCOCC2)nn1-c1c(Cl)cc(Cl)cc1Cl	-1%	-5%	-7%	3%	-0.1%	4%	0.4%	6%	.
Clc1nc2ccccc2cc1-c1nnn(-c2ccccc2)n1	10%	5%	-9%	4%	-0.3%	6%	3.2%	5%	-2.2%
CCn1c(C)cc(/C=C2\NC(=O)N(CC(=O)Nc3cccc(C)c3)C2=O)c1C	5%	-3%	2%	-9%	0.6%	8%	0.9%	2%	-0.4%
CCC(=O)N1CCc2cc(Br)cc(S(=O)(=O)N(C)c3ccc(OC)cc3)c21	-1%	2%	-2%	-4%	0.6%	-2%	15%	5%	.
CCO[C@@H]1OC(C(=O)NCc2nc3ccccc3[nH]2)=C[C@H](C)[C@H]1CCCO	12%	-3%	-6%	-1%	0.0%	5%	0.5%	4%	1.7%
O=C(Nc1nccs1)c1cccnc1Cl	7%	-5%	-7%	-3%	0.0%	-14%	2.3%	0%	.
Nn1c(SCC(=O)NCCC2=CCCCC2)nnc1C1CCCCC1	3%	-12%	-5%	-5%	-0.8%	4%	0.4%	6%	4.6%
N#C/C(=C\c1ccc(N2CCOCC2)o1)c1ccccc1	15%	2%	2%	-12%	-0.5%	20%	?	47µM*	-2.8%
Cc1c(C(=O)N2CCN(c3ccccc3F)CC2)sc2nc(-c3ccccc3)cn12	23%	-15%	7%	3%	-0.8%	16%	?	9%	0.5%
NC(=O)c1c(NC(=O)C2CC=CCC2C(=O)O)sc2c1CCCCC2 (centres undefined)	25%	-1%	-6%	18%	0.0%	-2%	1.6%	16%	.
CSc1nc(Cc2ccccc2)nc2ccccc12	5%	1%	-4%	4%	0.4%	-11%	4.7%	8%	-0.2%
Cc1ccc(NC(=O)CSc2nc3ccccc3c3nc(CCc4c(C)n[nH]c4C)nn23)cc1F	7%	10%	2%	-2%	-0.3%	11%	8.0%	2%	0.3%
CCCC(c1nnnn1CCOC)N1CCN(Cc2ccccc2)CC1 (centres undefined)	7%	4%	-1%	7%	0.2%	6%	0.3%	-2%	-4.8%
CCN(CC)CCOC(=O)c1cccc(Cl)c1	8%	23%	-3%	1%	0.0%	18%	2.2%	12%	0.2%
CCCn1cc(S(=O)(=O)c2ccc(OC)cc2)c(=O)c2cc(OC)ccc21	11%	9%	-7%	-5%	-0.3%	24%	0.4%	14%	.
CC(C)(C)c1ccc(/C=C(\c2nc3ccccc3[nH]2)S(=O)(=O)c2ccccc2)cc1	6%	.	.	-26%	.	.	-4.4%	10%	.
CCN(C(=O)CSc1nc2cc(C(=O)O)ccc2c(=O)n1Cc1ccccc1)c1ccccc1	9%	-4%	6%	3%	-0.1%	14%	3.7%	11%	.
Cc1csc2c(NCCCN3CCOCC3)ncnc12	6%	6%	-10%	1%	0.0%	-11%	0.0%	7%	.
O=C(c1ccc([N+](=O)[O-])s1)N1CCN(c2ccccn2)CC1	7%	-4%	1%	-3%	-0.5%	12%	3.9%	8%	.
COc1cc(OC)cc(C(=O)NCCCn2ccnc2)c1	5%	4%	-4%	-14%	-0.6%	5%	-0.6%	15%	.
CCc1ccc(S(=O)(=O)Nc2cccc(-c3ccc4nnc(C)n4n3)c2)s1	10%	2%	.	4%	.	.	-0.8%	8%	.
N#CCCN(C(=O)COC(=O)CCN=C1NS(=O)(=O)c2ccccc21)c1ccc(F)cc1	7%	-7%	.	6%	.	.	-1.9%	14%	.
Nc1nonc1C(=O)NCCNC(=O)c1cccc(Cl)c1	9%	-5%	-2%	-1%	-0.8%	-1%	0.6%	-4%	.
O=C(NC(Cc1ccccc1)C(=O)NCCc1ccccn1)c1ccccc1 (centres undefined)	2%	2%	-6%	5%	-0.4%	-5%	0.5%	5%	.
CN1CCN(Cc2nc3c(c(=O)n(C)c(=O)n3C)n2Cc2cccc3ccccc23)CC1	3%	2%	-2%	1%	2.4%	-5%	.	9%	-3.4%
Cc1ccc2c(c1)NC(=O)CC(c1ccccc1)=N2	10%	4%	-6%	-8%	0.1%	2%	0.5%	14%	-1.4%
N#C/C(=C\c1cc([N+](=O)[O-])ccc1Cl)C(N)=O	12%	3%	0%	-5%	-0.2%	-1%	0.1%	23%	0.8%
O=C(Nc1nc2c(s1)CCCC2)c1ccc(Br)o1	-1%	-5%	-2%	-4%	-0.4%	1%	-0.4%	16%	2.7%
N#CCSc1nc2scc(-c3cccs3)c2c(=O)n1CCc1ccccc1	5%	6%	-4%	-4%	0.2%	-14%	3.2%	6%	0.2%
CCOC(=O)C1C2C=CC3(CN(c4ccccc4CC)C(=O)C13)O2 (centres undefined)	.	.	.	-8%	0.0%	.	1.4%	6%	.
FC(F)(F)c1ccc(N2CCN(Cc3ccc4c(c3)OCO4)CC2)nc1	10%	7%	-6%	-6%	-1.5%	12%	3.4%	-1%	-0.1%
CC(=O)N(C(C)=O)n1c(/C=C/c2cccc([N+](=O)[O-])c2)nc2ccccc2c1=O	-1%	5%	-1%	-3%	-0.9%	0%	0.0%	2%	1.4%
NC(=O)NCCCC(=O)OCC(=O)c1ccc2ccccc2c1	92%	4%	-3%	-8%	-0.4%	-12%	1.3%	0%	-0.5%
CCc1[nH]c(=O)c(C#N)c2c1CCCC2	3%	5%	-3%	6%	.	3%	2.0%	7%	-1.9%
CC1(C(=O)O)CCC(C(=O)NC2CCCCCC2)C1(C)C (centres undefined)	6%	7%	-4%	-6%	-0.3%	31%	0.8%	6%	-0.5%
COc1cccc(/C=C(/C#N)c2ccc(Cl)cc2)c1OCc1cccc(C(=O)O)c1	10%	-10%	5%	3%	0.8%	7%	3.8%	-1%	2.6%
